Xi reactivation – activators of inactive X chromosome reactivation, primary screen, imaging, XiGFP fibroblasts, GFP high-content imaging, set 2; XiGFP mouse fibroblasts, % GFP-positive cells imaging, 3 d; cells co-treated with 5-aza-dC sensitizer; scaled so ellipticine positive control = 100%; activation, % at 7.58 µM; hit rate 0.055% among 360,000; AID 743238, 2013;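 active means mean normalized replicate activation at least 10% and every replicate at or above 10%; inconclusive means only one of the two criteria met; inactive means mean below 10% and not all replicates reach 10%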;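 further: 0% = median of on-plate neutral control wells and 100% = ellipticine 6 µM median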
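Material: XiGFP fibroblasts, SV40-immortalized; Buffer or medium: DMEM containing 5-aza-dC; Compound dosing: single point; Times: 3 days compound exposure.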
C2C12 statin – suppressors of statin myotoxicity in C2C12 myotubes, primary screen, cell-based, single point, plate reader. C2C12 myotubes + simvastatin, ATP luminescence, 48 h; scaled: DMSO 0, geranylgeraniol control 100. rescue of ATP level, % at 7.49 µM. hit rate 0.78% among 330,000. AID 602340, 2012;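 active means mean ATP rescue above about 67%, or every replicate alone reaching that limit, limit read from the data, passing the limit was not always enough; inconclusive means no clear call, values can overlap the other calls; inactive means mean under the limit and some replicate under it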;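 further: myotubes were challenged with 10 µM simvastatin during compound exposure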
ERAP1 inh – human ERAP1 aminopeptidase inhibitors, primary screen, biochemical, single point, plate reader | Endoplasmic reticulum aminopeptidase 1 (Homo sapiens), Q9NZ08 | recombinant ERAP1, Leu-AMC fluorescence, 60 min | inhibition, % at 10.7 µM | hit rate 0.15% among 340,000;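 active means mean replicate inhibition of at least 30%, or all replicates individually reaching that 30% level; inactive means mean below 30% and not every replicate reaching it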;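 further: 0% = neutral control wells and 100% = L-leucinethiol positive control wells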
LGR2 antag – inhibitors of bursicon-induced LGR2 CRE-luciferase signal, primary screen, cell-based, HEK293, CRE-luciferase reporter, bursicon stimulation. Drosophila bursicon receptor LGR2 (rickets). bursicon-stimulated, 4 h. inhibition, % at 9.99 µM. hit rate 0.35% among 380,000. AID 720647, 2013;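 active means drop in luminescence signal, shown as inhibition above about 50% in the replicate tests, limit read from the data, passing the limit was not always enough; inconclusive means probably only some replicates passing the limit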;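 further: agonist challenge used bursicon conditioned medium at about half maximal strength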
PGC1a acetyl inh – inhibitors of PGC1a acetylation signal, primary screen, cell-based, U2OS, AlphaScreen, inhibitor mode | AlphaScreen anti-acetyl-lysine; with virally co-expressed GCN5 acetyltransferase | inhibition, % at 15.6 µM | hit rate 0.17% among 350,000 | AID 651687, 2012;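 active means every replicate shows inhibition of at least 40%; inconclusive means mean inhibition at least 40% but some replicate below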;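 further: 0% = neutral control wells and 100% = positive control wells; some results beyond the cut were filed as inactive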
SIRT5 block – SIRT5 desuccinylase inhibitors, primary screen, biochemical, fluorescence imaging, single point, set 5 | hit rate 1.1% among 330,000 | AID 652115, 2013 | NAD-dependent protein deacylase sirtuin-5, mitochondrial (Homo sapiens), Q9NXA8 | inhibition, % at 15 µM | Purified SirT5, succinyl-peptide AMC, trypsin-coupled fluorescence; in the data active means inhibition above about 15%; inconclusive means no clear call, values can overlap the other calls
Target sequence (Q9NXA8 whole entry, looked up): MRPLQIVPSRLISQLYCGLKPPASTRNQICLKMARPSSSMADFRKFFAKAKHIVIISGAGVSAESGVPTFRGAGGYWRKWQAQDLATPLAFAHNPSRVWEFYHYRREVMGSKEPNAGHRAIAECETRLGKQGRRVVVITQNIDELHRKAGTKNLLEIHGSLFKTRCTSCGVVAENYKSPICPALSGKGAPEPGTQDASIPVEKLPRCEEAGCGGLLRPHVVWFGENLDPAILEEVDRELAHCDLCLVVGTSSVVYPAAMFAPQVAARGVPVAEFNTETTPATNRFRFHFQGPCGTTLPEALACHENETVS
S100A4 MyoIIA – inhibitors of S100A4-myosin IIA peptide binding, primary screen, biochemical, fluorescence polarization, TAMRA-MyoIIA peptide. inhibition, % at 10.7 µM. hit rate 0.14% among 360,000. AID 652163, 2013;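 active means mean inhibition of at least 70% across replicates, with every replicate also reaching that level; inconclusive means mean inhibition reaches 70% but some replicates fall short; inactive means mean inhibition below 70%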
Target sequence (P26447 whole entry, looked up): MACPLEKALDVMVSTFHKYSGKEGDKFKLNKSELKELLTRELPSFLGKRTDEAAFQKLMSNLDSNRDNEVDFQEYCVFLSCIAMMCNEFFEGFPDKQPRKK
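System – human S100A4 monomer protein, biochemical binding assay · Buffer or medium – Calcium-containing HEPES buffer, pH 7.2 · Timing – 5 min between mix addition and reading · Also added – TAMRA-labelled myosin IIA heavy-chain peptide probe, 5 nM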
Cneo AK release – Cryptococcus neoformans cell lysis inducers, primary screen, AK release luminescence, single concentration; AID 651654, 2012; C. neoformans lysis, adenylate kinase release luminescence, 4 h; normalised: neutral wells 0, clomiphene wells 100; lysis activity, % at 15 µM; hit rate 0.2% among 360,000;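 active means mean lysis activity across replicates of at least 80%, whatever share of replicates individually reach that level; inactive means mean lysis activity below 80%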
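read-out = cell lysis signal | test system = log-phase Cryptococcus neoformans yeast cells | input = cells at 5 × 10^6 per mL | medium = fresh YPD growth medium | signal = luminescent adenylate kinase detection reagent | timing = 4 h at 37 °C static, read 1 h later | dosing = single dose | controls = Clomiphene as positive lysis control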
* marks the source's active call; other numbers are inactive results; ? = inconclusive; . = no result given; & = joins results of further samples. Not all compounds are listed; the hit share may differ from the screen's.

SMILES	Xi reactivation	C2C12 statin	ERAP1 inh	LGR2 antag	PGC1a acetyl inh	SIRT5 block	S100A4 MyoIIA	Cneo AK release
COCCNc1nc(NCc2ccccc2)nc2ccsc12	0.1	-26	1	-10	10	2	11	-1
O=C(Cn1ncc2c3ccccc3n(Cc3ccc(Cl)cc3)c2c1=O)NCCCN1CCCC1=O	0.3	19	3	-1	-10	6	7	0
COc1cc(C(=O)Nc2sc(C)c(C)c2C(=O)O)cc(OC)c1OC	0.0	.	0	-5	.	-3	4	.
COc1cc(NC(=O)c2ccc3c(SCC(=O)O)c4c(nc3c2)CCC4)cc(OC)c1OC	0.0	3	-3	3	-4	8	0	0
COC(=O)[C@H](C)NC(=O)/C=C/c1ccc(OC)cc1	0.0	-4	.	1	9	.	.	-1
Cc1ccccc1C(=O)N1CCN(c2ccc(NC(=S)NC(=O)c3cccs3)cc2)CC1	1.2	-4	-1	17	22	1	-3	0
O=C(NCCCN1CCCC1=O)c1cccc(S(=O)(=O)Nc2ccc(F)cc2)c1	0.2	7	1	-4	0	-3	4	-2
CN(C)CCNC(=O)CNC(=S)N(Cc1ccccc1)Cc1ccccc1F	0.0	.	-3	-15	3	0	-1	.
C=CCNC(=S)NNc1nc2c(c(=O)[nH]1)C1(CCCC1)Cc1ccccc1-2	0.0	.	-1	-6	.	1	2	.
C=C(C)CSc1nc2sc3c(c2c(=O)n1-c1ccc(OC)cc1)CCN(C)C3	0.1	.	0	-4	.	2	-5	.
CCOC(=O)C1(Cc2ccc(OC)cc2)CCN(C(=O)Cc2cccnc2)CC1	0.0	.	9	-6	.	1	-2	2
CC1=CC2=NC(=O)CC(C)(C(=O)N(CC(=O)NC3CCCC3)c3ccccc3C)N2C=C1 (stereo not drawn)	0.3	-13	-1	0	7	-12	-1	2
Cc1ccccc1-c1csc(C(O)c2cccc(Cl)c2)n1 (stereo not drawn)	-0.1	14	2	-5	.	.	11	-11
COC(=O)[C@H]1[C@H](CO)[C@H]2Cn3c(ccc(-c4ccc(OC)cc4)c3=O)[C@H]2N1S(C)(=O)=O	0.3	-14	.	8	3	.	.	.
O=C(Nc1ccc(S(=O)(=O)Nc2ccccn2)cc1)c1cccc([N+](=O)[O-])c1	-0.1	.	-1	-17	-4	0	-2	-1
Cc1ccc(C(=O)OCC(=O)N2CCCCCC2)c(O)c1	-0.1	-1	-3	-71	6	-1	1	-1
CC(NC(=O)c1ccc(F)cc1F)C1CC2CCC1C2 (stereo not drawn)	0.3	-25	-1	-3	-3	-2	1	-1
O=C(C[C@H]1CC[C@@H]2[C@H](COC[C@@H](O)CN2C(=O)c2cnccn2)O1)NCc1ccc(Oc2ccccc2)cc1	0.4	-13	-1	0	7	12	-4	105*
C=CC[C@@H](CC(=O)NCCO)C(=O)N[C@H](COC(=O)[C@@H](CC=C)Cc1ccc(F)cc1)Cc1c[nH]c2ccccc12	0.3	5	-1	-6	11	0	11	1
Cc1ccc(S(=O)(=O)Nc2cc(Cl)ccc2-n2cncn2)cc1	0.0	4	5	-5	-6	7	-4	1
Cc1cccc(Nc2nc(C)nc3c2oc2ccccc23)c1	0.0	-11	0	-12	-3	-2	-4	10
C[C@H]1CN([C@@H](C)CO)C(=O)CCCn2cc(nn2)CO[C@@H]1CN(C)C(=O)c1ccccc1	0.0&0.0	-9&7	1&-1	-5&7	-13&0	-3&-3	9&-13	-3
Cc1cc(C(=O)Cn2nnc(-c3ccc(Cl)cc3)n2)c(C)n1CC1CCCO1 (stereo not drawn)	.	11	0	-6	1	.	-1	2
CCOc1cc2[nH]c(=S)n(CC3CCCN3CC)c(=O)c2cc1OCC (stereo not drawn)	.	-25	-4	.	1	-2	0	.
Cc1cccc(N2N=C(C(=O)Nc3nc(C)cs3)CCC2=O)c1	0.0	.	4	-22	.	-2	-7	.
(list continues)
SMILES	Xi reactivation	C2C12 statin	ERAP1 inh	LGR2 antag	PGC1a acetyl inh	SIRT5 block	S100A4 MyoIIA	Cneo AK release
O=c1cc(CN2CCCCCCC2)c2ccccc2o1	0.0	0	.	-8	-1	-2	-2	-2
COc1ccc(C(C(=O)NC2CCCC2)N(Cc2ccccc2)C(=O)c2snc(C(N)=O)c2N)cc1OC (stereo not drawn)	0.0	2	0	7	.	1	9	-1
CCCN(C)C[C@H]1OCCCC[C@H](C)Oc2ccc(NS(=O)(=O)c3cccs3)cc2C(=O)N([C@@H](C)CO)C[C@H]1C	-0.7	.	-1	-1	3	.	-6	.
COc1cccc(CNC(=O)[C@H]2CCCN2C(=O)[C@H]2CCCN2C(=O)c2ccc(C)cc2)c1	0.0	.	1	-1	.	.	5	.
CO[C@@H]1CN(C)C(=O)c2cc(NC(=O)C3CC3)ccc2OC[C@@H](C)N(Cc2cc(F)ccc2F)C[C@@H]1C	0.0	16	-2	10	-2	3	-3	-1
Cc1cc(C(=O)Nc2cccc3c2O[C@@H](CN(C)S(C)(=O)=O)[C@@H](C)CN([C@H](C)CO)C3=O)n(C)n1	-0.6	.	2	4	.	5	16	7
COc1cccc(C#Cc2cnc3c(c2)C(=O)N([C@@H](C)CO)C[C@@H](C)[C@H](CN(C)C(C)=O)O3)c1	-0.7	13	0	22	1	-2	-6	1
C=CCn1c(N2CCCC2)nc2c1c(=O)[nH]c(=O)n2C	.	6	1	1	8	0	7	2
CC(=O)c1cccc(NC(=O)c2cnccn2)c1	0.3	6	-6	1	6	-2	-5	-3
C[C@@H]1CN([C@@H](C)CO)C(=O)c2cc(N(C)C)ccc2O[C@@H](C)CCCCO[C@H]1CN(C)C(=O)C1CCCCC1	-0.1	-7	-1	12	4	2	7	-1
O=C(CN1CCOCC1)NNc1nc(-c2ccccc2)c2cc(Br)ccc2n1	0.0	.	1	16	.	-2	-11	.
C[C@H](CO)N1C[C@H](C)[C@@H](CN(C)Cc2ccccc2)Oc2ccc(NC(=O)Nc3ccccc3)cc2C1=O	0.2	-59	1	4	-6	.	0	0
CCC(=O)c1c[nH]c(C(=O)N2CCN(c3ccccc3)CC2)c1	0.0	.	2	-9	-5	-2	0	.
Cc1cc(Cl)c(OCCCCN2CCOCC2)c(Br)c1	0.1	.	1	-9	.	-2	-1	0
CC1(C(=O)NCc2ccco2)Cc2c(-c3cccc(C(N)=O)c3)ccnc2O1 (stereo not drawn)	0.0	-24	-6	-20	6	-8	-1	-1
CCN(CC)S(=O)(=O)c1ccc(NC(=O)Cc2cccs2)cc1	0.0	5	5	-1	-18	2	0	1
O=C(COC(=O)/C=C/c1ccc(S(=O)(=O)N2CCOCC2)cc1)Nc1ccc(F)c(F)c1F	0.0	2	1	-6	-4	.	-2	-1
O=C(NCc1ccccn1)[C@H]1[C@H](CO)[C@H]2Cn3c(ccc(C4=CCCC4)c3=O)[C@@H]1N2Cc1cccnc1	-0.1	-22	3	-6	.	-1	9	-1
COc1ccccc1C(CNC(=O)C(CCSC)NC(=O)c1ccccc1Cl)N1CCCC1 (stereo not drawn)	-0.1	-4	-8	-2	4	8	1	0
CC(=O)Nc1cccc(C(=O)NNC(=O)c2n[nH]c(=O)c3ccccc23)c1	-0.1	13	2	-8	5	-1	-3	0
O=C(NCCc1ccc(Cl)cc1)C1CCCN1C(=O)Nc1ccc(F)cc1 (stereo not drawn)	0.1	3	0	1	3	-1	-1	-1
COCCn1cnnc1SCC(=O)Nc1cccc(S(=O)(=O)N(C)c2ccccc2)c1	0.0	1	2	24	-5	-3	-2	-1
CC(C)(C)n1nnnc1C(c1cccc(C(F)(F)F)c1)N1CCOCC1 (stereo not drawn)	.	.	6	5	.	1	-1	.
CN1CCN(C(=O)C[C@@H]2CC[C@@H]3[C@H](COC[C@@H](O)CN3CC3CCCCC3)O2)CC1	0.1	1	0	-2	-2	-15	-9	1
Cc1occc1-c1nnc(SCC(=O)NC2CC2)n1C	-0.1	.	3	6	-6	0	-1	0
Next section
SMILES	Xi reactivation	C2C12 statin	ERAP1 inh	LGR2 antag	PGC1a acetyl inh	SIRT5 block	S100A4 MyoIIA	Cneo AK release
O=C1NC(=O)C([N+](=O)[O-])=C(O)C1=O	0.2	.	2	14	.	-1	-3	-1
COCCN1C(=O)N[C@@H](c2cccc(F)c2)C(C(C)=O)=C1C	0.0	-2	.	-2	.	.	.	-1
CCCNC(=O)C(Cc1cccc(OC)c1)NC(=O)c1ccc(C(C)(C)C)cc1 (stereo not drawn)	0.1	-7	.	-15	-8	.	.	10
CCc1oc2c(C)c(O)ccc2c(=O)c1-c1ccc2ccccc2n1	.	1	.	-2	?	.	.	0
COCCCN1C2=C(C(=O)CC(C)(C)C2)C(c2ccc(O)c(OC)c2)C2=C1CC(C)(C)CC2=O	0.0	-2	0	.	9	-3	0	-4
Cc1ccc(-n2cccn2)c(CN2CCCC(C(=O)c3ccc4c(c3)OCO4)C2)c1 (stereo not drawn)	0.0	.	7	22	-22	5	-1	.
CN1C(=O)c2cc(NC(=O)C3CCC3)ccc2OC[C@H]2O[C@@H](CC(=O)NCCc3ccncc3)CC[C@@H]21	0.0	.	1	-3	1	-2	-27	.
C=CC(COCc1ccccc1)N(Cc1ccc(OC)cc1)S(=O)(=O)c1ccccc1Br (stereo not drawn)	0.0	-17	3	9	-40	2	-2	1
O=C(O)C1C2CCC(C2)C1C(=O)Nc1ccccc1 (stereo not drawn)	0.2	.	-5	-7	.	-6	-4	.
COc1c(/C=N/NC(N)=S)c(C)nn1-c1ccccc1	0.1	.	8	-2	.	-3	5	.
C[C@@H]1CN([C@@H](C)CO)C(=O)c2cc(NC(=O)NC3CCCCC3)ccc2O[C@H]1CN(C)C(=O)Nc1ccc(F)cc1	-0.8	-25	-2	-6	-2	7	5	-4
CCCS(=O)(=O)C/C(N)=N/OC(=O)c1ccc(Cl)cc1	-0.1	-10	6	-17	9	-3	2	3
CC(C)c1ccc(NC(=O)C2(C)Cc3c(-c4cccc(C(N)=O)c4)ccnc3O2)cc1 (stereo not drawn)	0.0	-6	11	-7	-5	-1	0	-1

Arranged by SMILES length (high to low): some entries from above.
SMILES	Xi reactivation	C2C12 statin	ERAP1 inh	LGR2 antag	PGC1a acetyl inh	SIRT5 block	S100A4 MyoIIA	Cneo AK release
O=C(NCc1ccccn1)[C@H]1[C@H](CO)[C@H]2Cn3c(ccc(C4=CCCC4)c3=O)[C@@H]1N2Cc1cccnc1	-0.1	-22	3	-6	.	-1	9	-1
COc1ccccc1C(CNC(=O)C(CCSC)NC(=O)c1ccccc1Cl)N1CCCC1 (stereo not drawn)	-0.1	-4	-8	-2	4	8	1	0
Cc1ccccc1-c1csc(C(O)c2cccc(Cl)c2)n1 (stereo not drawn)	-0.1	14	2	-5	.	.	11	-11

Screens: PubChem, Broad Institute
